proKLK7 act: proKLK7 zymogen activators, primary screen, biochemical, fluorescence intensity; 0.9% of 370,000 active; purified proKLK7, EDANS-DABCYL substrate fluorescence; 100% is mature enzyme control, 0% vehicle; activation, % at 7 µM;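 active means activation above the mean of all tested compounds plus 3 SD, computed per campaign excluding outliers beyond control limits, cut at about 13% in these data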
ASAP1 GAP inh: inhibitors of human ASAP1 ArfGAP activity, primary screen, biochemical, fluorescence polarization; Arf-GAP with SH3 domain, ANK repeat and PH domain-containing protein 1 (Homo sapiens), …; ASAP1-stimulated ARF1 GTP hydrolysis, GDP FP detection; inhibition, % at 16.5 µM; 0.19% of 360,000 active; in the data active means inhibition above about 25%;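 further: 0% = vehicle with enzyme and substrate and 100% = no enzyme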
ARFGAP1 inh: inhibitors of rat ARFGAP1 GAP activity, primary screen, biochemical, fluorescence polarization, GDP tracer. Arfgap1-stimulated ARF1 GTP hydrolysis, GDP FP detection. inhibition, % at 16.5 µM. 0.26% of 360,000 active. AID 651572, 2012;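 active means inhibition above a per-plate limit, mean inhibition of low control wells plus 3 SD, cut at about 25% in these data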;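 further: 0% = DMSO wells with enzyme and 100% = wells lacking Arfgap1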
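Material: truncated rat Arfgap1 GAP domain; Incubation: compound-enzyme preincubation 20 min, reaction 120 min, detection 60 min, 25 °C; Read-out: percent inhibition of Arfgap1-stimulated GTP hydrolysis; Technique: FP, GDP Alexa 633 tracer displaced from anti-GDP antibody, 620/688 nm; Controls: No-Arfgap1 wells (100%) versus DMSO full-reaction wells (0%); Replication: single well per compound.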
DDE Tn6 FP inh: inhibitors of Tn6 peptide binding to fibrin DD(E), primary screen, biochemical, fluorescence polarization, human fibrin, Tn6 probe. 0.21% of 370,000 active. inhibition, % at 8.3 µM. Fibrin DD(E) TRITC-Tn6 fluorescence polarization displacement. Fibrinogen beta chain (Homo sapiens), P02675;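 active means inhibition above a per-campaign cutoff: mean of compounds within control limits plus 3 SD, cut at about 15% in these data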;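 further: 0% = median of all compound wells on the plate and 100% = blocking peptide control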
NPR1 activator: GC-A stimulated cGMP production enhancers – HEK293 GC-A cells, cGMP TR-FRET, EC30 ANP, primary screen | Atrial natriuretic peptide receptor 1 (Homo sapiens), P16066 | 0% at EC30 ANP, 100% saturating ANP | activation, % at 10 µM | 0.14% of 370,000 active | AID 1671463, 2021; in the data active means activation above about 40%
ADAM10 inh: human ADAM10 inhibitors, primary screen, biochemical, QFRET, HTS | inhibition, % at 7 µM | Disintegrin and metalloproteinase domain-containing protein 10 (Homo sapiens), O14672 | recombinant ADAM10, EDANS/DABCYL FRET peptide cleavage, 3 h | 0.62% of 370,000 active;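 active means inhibition above a per-campaign cutoff equal to the mean of compounds falling between control-based bounds plus 3 SD, cut at about 20% in these data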;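 further: 0% = DMSO wells while the 100% control is not disclosed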
Target sequence (O14672 214-748 limits assumed): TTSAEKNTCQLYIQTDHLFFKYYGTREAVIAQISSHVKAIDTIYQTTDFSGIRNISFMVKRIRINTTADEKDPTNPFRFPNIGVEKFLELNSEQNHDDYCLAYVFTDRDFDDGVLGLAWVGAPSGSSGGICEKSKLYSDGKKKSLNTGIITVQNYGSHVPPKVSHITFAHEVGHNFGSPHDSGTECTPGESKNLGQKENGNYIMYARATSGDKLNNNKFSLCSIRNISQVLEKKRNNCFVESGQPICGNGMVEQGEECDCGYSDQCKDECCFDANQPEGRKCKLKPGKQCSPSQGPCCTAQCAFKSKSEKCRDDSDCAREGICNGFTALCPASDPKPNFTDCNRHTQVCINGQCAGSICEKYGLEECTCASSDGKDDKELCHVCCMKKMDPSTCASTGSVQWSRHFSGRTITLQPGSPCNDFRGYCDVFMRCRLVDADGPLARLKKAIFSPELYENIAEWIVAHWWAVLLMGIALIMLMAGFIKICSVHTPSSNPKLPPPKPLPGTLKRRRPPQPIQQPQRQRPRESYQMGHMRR
NPR2 activator: human GC-B receptor activators, primary screen, HEK293 GC-B cells, cGMP TR-FRET, EC30 CNP; Atrial natriuretic peptide receptor 2 (Homo sapiens), P20594; 0% at EC30 CNP, 100% saturating CNP; activation, % at 10 µM; 0.11% of 370,000 active;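 active means activation at 10 µM reaching about 35% in either raw or pattern-adjusted values, limit read from the data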
FXN GAA850 act: FXN promoter activators, primary screen, cell-based, luciferase luminescence, HEK293 lucGAA850. HEK293 lucGAA850 FXN promoter luciferase reporter, 24 h; percent of 10 µM SAHA response. activation, % at 6 µM. 0.56% of 360,000 active. AID 540364, 2011;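 active means activation above the average of all compounds screened plus 3 SD, cutoff fixed separately per campaign, cut at about 7.5% in these data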;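 further: 0% = DMSO wells and 100% = 10 µM SAHA wells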
rCAG binder: binders of r(CAG) RNA repeats, primary screen, biochemical, fluorescence; r(CAG) RNA repeat, TO-PRO-1 dye displacement fluorescence; 1.3% of 370,000 active; inhibition, % at 3 µM; AID 651821, 2012;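 active means inhibition above the plate cutoff, the mean of all test compounds on that plate plus 3 SD, cut at about 35% in these data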;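 further: 0% = DMSO alone and 100% = 100 µM mitoxantrone as full dye displacement; higher means more dye released from RNA so lower well fluorescence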
HGIII-sPLA2 inh: human group III sPLA2 inhibitors, primary screen, biochemical, QFRET, BODIPY PC-A2 liposome substrate | Group 3 secretory phospholipase A2 (Homo sapiens), Q9NZ20 | QFRET BODIPY PC-A2 liposome hydrolysis, fluorescence | inhibition, % at 12.2 µM | 0.56% of 370,000 active;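 active means inhibition above mean plus 3 SD of compounds lying within the high and low control bounds, cut at about 19% in these data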;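 further: 0% = median of test compound wells and 100% = no enzyme DMSO wells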
Target sequence (Q9NZ20 whole entry, looked up): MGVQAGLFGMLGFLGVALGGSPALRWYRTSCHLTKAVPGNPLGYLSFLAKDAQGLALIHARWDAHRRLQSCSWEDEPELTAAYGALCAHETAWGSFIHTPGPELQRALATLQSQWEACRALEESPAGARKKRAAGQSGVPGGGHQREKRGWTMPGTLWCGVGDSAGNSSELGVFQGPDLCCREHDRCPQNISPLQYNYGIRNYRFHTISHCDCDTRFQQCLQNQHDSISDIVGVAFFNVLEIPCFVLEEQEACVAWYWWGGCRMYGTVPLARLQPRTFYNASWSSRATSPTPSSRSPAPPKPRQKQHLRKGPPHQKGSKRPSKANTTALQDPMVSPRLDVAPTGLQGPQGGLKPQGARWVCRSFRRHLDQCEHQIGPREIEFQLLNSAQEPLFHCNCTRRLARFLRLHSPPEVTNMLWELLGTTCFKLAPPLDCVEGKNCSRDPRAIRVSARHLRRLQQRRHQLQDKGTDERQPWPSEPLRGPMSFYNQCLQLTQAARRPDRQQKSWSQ
The depositor's hits bear a star; nt = not tested or not shown.

SMILES	proKLK7 act	ASAP1 GAP inh	ARFGAP1 inh	DDE Tn6 FP inh	NPR1 activator	ADAM10 inh	NPR2 activator	FXN GAA850 act	rCAG binder	HGIII-sPLA2 inh
Cc1onc(-c2c(Cl)cccc2Cl)c1NC(=O)NC1CCSC1 (configuration not stated)	-0.3	2.2	6.9	3.0	0.8	-7.3	2.9	-0.3	-1.8	-1.4
O=C(COc1ccccc1)Nc1ccc(CN2CCCCC2)cc1	0.3	11.8	12.0	0.6	2.8	-9.2	-4.5	0.3	-2.5	-0.1
COn1c(SC(C)C)nc2ccccc2c1=O	0.1	1.4	-5.0	8.7	4.8	-4.1	10.5	4.2	-2.6	-5.3
CC(=O)c1ccc(NC(=O)Nc2cccc3ccccc23)cc1	-1.3	-6.4	10.2	-1.7	0.1	-49.5	-1.8	5.5	7.9	-20.4
Cc1nc(SCc2ccc([N+](=O)[O-])cc2)n[nH]1	0.4	-9.8	3.6	4.6	7.0	1.2	3.5	4.3	-1.7	7.1
COc1ccc(CN(C)C(=O)CNC(=O)c2sc3ccccc3c2Cl)c(OC)c1OC	-0.9	0.5	-10.8	1.5	1.1	-1.8	0.4	1.0	1.3	-2.5
O=C(NCCCn1ccnc1)C(=O)NCC(c1ccco1)N1CCN(c2ccccc2)CC1 (configuration not stated)	0.5	9.2	-2.7	-2.8	4.0	5.4	5.4	2.3	-5.7	-2.8
COc1ccc(S(=O)(=O)/C(C#N)=C/Nc2ccccc2F)cc1	-0.1	1.6	0.5	-4.7	6.2	7.2	7.9	3.1	4.9	-20.6
CC1COc2ccccc2N1C(=O)c1cccnc1Cl (configuration not stated)	-0.2	1.7	-17.5	-6.8	5.1	-9.9	-2.5	0.2	-1.3	4.5
CC1C/C(=N\Nc2ccc(S(N)(=O)=O)cc2[N+](=O)[O-])CC(C)(C)C1 (configuration not stated)	-0.5	-6.0	2.2	0.7	-4.7	2.5	-6.4	2.6	9.8	16.9
CN(CC(=O)O)Cc1nc2ccccc2[nH]1	0.5	5.7	-1.6	6.3	1.1	-1.1	1.4	1.6	-1.6	-0.1
CC(=O)c1cccc(NC(=O)CSc2nc(=O)n(Cc3ccccn3)c3c2CCC3)c1	-0.2	-2.1	2.0	2.4	6.2	-6.9	7.3	0.0	-3.8	-8.0
O=C(O)C1CCN(C(=O)c2csc(-c3ccc4c(c3)CCO4)n2)CC1	-0.1	-8.3	1.9	-2.8	-3.9	-13.0	-0.1	-0.4	1.4	1.7
CC(c1nccs1)N(C)C(=O)CCc1nnc(Cc2c[nH]c3ccccc23)o1 (configuration not stated)	-0.6	0.6	5.8	-1.5	3.9	1.8	-0.6	0.0	-0.2	3.6
Cc1ccc(S(=O)(=O)N2CCOCC2)cc1NC(=O)COc1ccccc1Cc1ccccc1	-0.2	6.5	2.3	-6.9	3.5	6.5	0.9	0.2	8.1	-13.4
O=C1OC(c2ccccc2)c2ccc3ccccc3c21 (configuration not stated)	0.3	-4.3	13.1	-0.2	0.5	-5.9	0.4	2.3	-0.8	0.3
COc1ccc2c(c1)c(C(C)=O)c(C)n2-c1ccccc1OC	-0.2	-2.0	4.5	-6.0	-2.1	-0.4	-5.7	2.1	-10.1	5.4
CCOC(=O)c1cc(NC(=O)OC)c(C)nc1C	0.0	-9.5	-9.0	-2.2	5.9	1.1	1.2	-2.2	2.7	3.2
CC(=O)N1C(O)CC(C)N1c1ccccc1 (configuration not stated)	-0.4	4.3	-2.7	0.9	0.7	-5.6	-2.2	-1.1	0.2	-7.4
CSCC(NS(=O)(=O)c1ccc(C)cc1)C(=O)O (configuration not stated)	0.1	4.3	-4.9	3.9	-0.7	-6.6	-0.7	1.5	0.5	3.0
CN(C)CCCNC(=O)C[C@H]1C[C@H](C(=O)N2CCCCC2)[C@@]2(C)c3[nH]c4cc(CCC(=O)N(C)C)ccc4c3CCN2C1=O	0.1	-4.1	-1.3	13.3	-1.0	-6.8	2.1	-0.8	-1.1	12.0
O=C(Nc1ccc2c(c1)OCO2)c1cnn2cccnc12	-0.1	-23.7	-2.4	-0.9	-0.2	-5.0	-1.2	6.1	-3.0	9.1
CCNC(=O)c1ccccc1NC(=O)c1cccc(S(=O)(=O)N2CCOCC2)c1	0.2	2.9	-5.3	-1.7	-1.3	2.7	0.5	2.3	-1.1	-1.4
O=C(COC(=O)c1ccc2ncsc2c1)NCc1ccccc1Cl	-0.2	-7.9	-0.6	4.5	1.6	-4.4	1.5	-1.2	3.7	-4.2
CC(=O)Nc1cccc(CCc2nc3ccccc3[nH]2)c1	0.1	-8.5	-1.9	1.3	2.5	1.7	2.0	1.0	4.7	5.6

Other compounds follow:
SMILES	proKLK7 act	ASAP1 GAP inh	ARFGAP1 inh	DDE Tn6 FP inh	NPR1 activator	ADAM10 inh	NPR2 activator	FXN GAA850 act	rCAG binder	HGIII-sPLA2 inh
CCOc1ccccc1N1CC(C(=O)Nc2ccc(S(=O)(=O)N3CCCCC3)cc2)CC1=O (configuration not stated)	0.1	-2.0	6.5	3.7	-0.9	-3.3	4.1	0.1	2.0	-5.4
CCCCCNC(=O)Cc1ccc(S(=O)(=O)N2CCOCC2)s1	-0.4	0.6	8.8	5.0	0.6	-4.8	-0.5	0.0	0.7	-0.3
CS(=O)(=O)N(CC(=O)Nc1ccc(F)cc1F)C1CCCCC1	0.5	-0.4	6.8	-4.6	-4.1	-0.2	3.7	-1.4	-2.8	-0.5
CN(C)C(=S)NC(=S)Nc1ccc2ccccc2c1	-0.8	-0.6	14.9	1.8	13.2	-10.0	2.0	16.8*	12.4	-3.9
O=S(=O)(CCN1CCCC1)NCCNS(=O)(=O)c1ccc(F)cc1Br	-0.9	2.3	0.1	0.0	1.5	-25.6	-2.0	1.8	6.1	2.1
CCOC(=O)C1CCN(c2ncnc3c2c(-c2ccccc2)cn3-c2ccccc2)CC1	-0.1	6.2	7.6	-1.1	-3.8	-2.2	3.0	0.3	2.9	11.6
COc1ccc(C(C(=O)NC(C)(C)C)n2c(=O)c(-c3cc4ccccc4[nH]3)nc3ccccc32)cc1 (configuration not stated)	-190.1	22.3	6.5	5.6	-0.2	-322.4	-2.2	nt	17.8	-9.7
CC(C)NC(=S)NN=C1CCCCCCCCCCC1	0.4	3.9	-1.6	-5.3	-2.1	4.1	-1.7	0.4	-1.7	4.2
CCC(C)[C@H](NC(=O)N1CC(=O)Nc2ccccc21)C(=O)N[C@H](Cc1c[nH]c2ccccc12)C(=O)O (some centres not stated)	-0.5	6.5	0.6	-3.6	2.0	-29.9	-0.9	-0.2	7.7	-71.9
COCC(C)NC(=O)C(C)Oc1ccccc1 (configuration not stated)	0.0	2.3	-4.4	4.3	0.5	0.6	0.8	0.8	-2.6	10.9
O=C(Nc1ccc(NC(=O)c2ccco2)nc1)c1ccccn1	0.8	2.9	1.1	-8.8	2.0	0.6	-3.0	1.3	0.1	-3.5
O=C(CS(=O)(=O)Cc1ccccc1)Nc1ccccc1Cl	0.0	2.1	7.4	-3.0	-2.2	1.1	-1.9	-0.2	0.4	-4.0
COc1ccc(C(=O)COC(=O)CCN2C(=O)[C@@H]3[C@H](C2=O)[C@@H]2C[C@H]3C(Br)C2Br)cc1 (some centres not stated)	0.6	-3.1	-16.8	-4.3	0.5	8.4	-1.5	-0.9	-1.3	-21.4
Cc1ccccc1NC(=O)/C(C#N)=C\c1ccsc1	-0.2	4.0	8.9	-2.0	-8.4	-6.5	-7.1	5.6	3.5	7.6
COc1ccc(S(=O)(=O)N2CCN(CCCOc3ccc(F)cc3)CC2)cc1OC	0.3	4.6	2.4	-3.5	3.2	2.4	4.5	2.6	-2.2	-9.0
COCCCNC(=O)c1ccc2c(=O)n(Cc3ccc(OC)cc3)c(=O)[nH]c2c1	-4.8	5.4	-3.8	3.1	-1.4	-7.3	-0.1	-0.4	-2.8	-2.9
O=C(NCC(=O)N(CC1CCCO1)C(C(=O)NC1CCCCC1)c1ccccc1)c1cccs1 (configuration not stated)	-0.1	6.3	6.1	-3.4	-8.2	-4.7	-8.8	0.5	-8.6	10.5
COc1ccc(S(=O)(=O)c2ccc(O)cc2)cc1	0.1	-4.7	-9.4	-0.9	5.3	1.6	1.4	0.7	7.3	-11.6
Cn1cc(C(=O)c2ccc(Cl)cc2Cl)cc1C(=O)O	-0.1	1.4	0.7	-1.6	0.8	-14.2	4.1	0.7	0.2	-0.5
CNc1ncnc2sc(-c3ccccc3)cc12	0.4	-5.5	5.9	4.0	3.9	-209.2	6.2	4.0	7.5	-2.5
Cn1nc(C(=O)OCC(=O)Nc2ccc(F)cc2Cl)c2ccccc2c1=O	0.3	-1.1	-1.2	-1.9	-3.1	-9.8	1.6	-2.1	0.3	-3.6
NS(=O)(=O)c1ccc(CCNC(=O)CSc2ccc(Cl)cc2)cc1	0.1	5.6	5.3	-7.3	0.5	5.2	2.1	1.7	-1.2	0.1
C/C(=N\NS(=O)(=O)c1ccc(C)c([N+](=O)[O-])c1)c1cc2ccccc2o1	-0.5	7.5	-2.1	8.2	3.3	4.2	0.9	0.1	14.0	-1.0
CC1=CC(C)(C)N2C(=O)C(=Nc3ccc(O)cc3)c3cccc1c32	0.8	10.5	9.8	5.8	-2.3	-49.4	-6.2	3.2	11.1	2.5
CCCCOC(=O)c1ccc(NC(=O)C(=O)NCc2cccnc2)cc1	-0.4	-15.4	6.1	2.5	2.5	5.9	-0.8	0.1	-5.1	-1.7
C=CCN1CC(=O)N2C(C)c3[nH]c4ccccc4c3C[C@H]2C1=O (some centres not stated)	1.7	13.6	-10.0	-2.6	0.2	-5.2	-0.6	0.7	-3.4	-6.2

High-throughput results as filed in PubChem.
